Screens (PubChem BioAssay)
Cneo AK release: Cryptococcus neoformans lysis via adenylate kinase release; C. neoformans lysis, adenylate kinase release luminescence, 4 h; normalised: neutral wells 0, clomiphene wells 100; lysis activity, % at 15 µM; 0.2% of 360,000 active; AID 651654;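 active means mean lysis activity across replicates of at least 80%, whatever share of replicates individually reach that level; inactive means mean lysis activity below 80%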
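read-out = cell lysis signal | test system = log-phase Cryptococcus neoformans yeast cells | input = cells at 5 × 10^6 per mL | medium = fresh YPD growth medium | signal = luminescent adenylate kinase detection reagent | timing = 4 h at 37 °C static, read 1 h later | dosing = single dose | controls = Clomiphene as positive lysis control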
SIRT5 block: sirtuin-5 (human) deacylase inhibition; Q9NXA8; Purified SirT5, succinyl-peptide AMC, trypsin-coupled fluorescence; inhibition, % at 15 µM; 1.1% of 330,000 active; in the data active means inhibition above about 15%; inconclusive means no clear call, values can overlap the other calls
Target sequence (Q9NXA8 whole entry, looked up): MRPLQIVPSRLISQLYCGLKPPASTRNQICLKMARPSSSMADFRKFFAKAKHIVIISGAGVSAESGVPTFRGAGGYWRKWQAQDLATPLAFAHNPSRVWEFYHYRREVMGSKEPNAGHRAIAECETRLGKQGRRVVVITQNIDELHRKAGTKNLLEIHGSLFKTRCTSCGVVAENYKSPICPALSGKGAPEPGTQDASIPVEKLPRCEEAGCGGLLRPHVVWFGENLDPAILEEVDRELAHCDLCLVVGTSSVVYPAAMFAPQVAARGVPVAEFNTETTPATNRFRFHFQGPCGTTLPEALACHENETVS
miR122 inh: miR-122 inhibition in Huh7 cells; 0.3% of 340,000 active; AID 602342; Huh7 miR-122 Renilla luciferase sensor, 48 h; neutral wells = 0, positive control = 100; activation (reporter increase), % at 12.5 µM;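 active means mean replicate activation score at least 90 and every replicate individually at or above 90; inconclusive means only one of the two criteria met; inactive means neither criterion met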;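 further: higher luciferase means less miR-122 activity so hits act as miR-122 inhibitors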
ERp5 block: blocks human ERp5 reductase activity on insulin. ERp5 insulin aggregation, absorbance 650 nm, 90 min. inhibition, % at 9.99 µM. 0.05% of 350,000 active. AID 651711;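 active means mean replicate inhibition above about 25%, with every replicate also reaching it, limit read from the data, passing the limit was not always enough; inconclusive means only one of those two criteria met; inactive means neither criterion met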
Target sequence (Q15084 whole entry, looked up): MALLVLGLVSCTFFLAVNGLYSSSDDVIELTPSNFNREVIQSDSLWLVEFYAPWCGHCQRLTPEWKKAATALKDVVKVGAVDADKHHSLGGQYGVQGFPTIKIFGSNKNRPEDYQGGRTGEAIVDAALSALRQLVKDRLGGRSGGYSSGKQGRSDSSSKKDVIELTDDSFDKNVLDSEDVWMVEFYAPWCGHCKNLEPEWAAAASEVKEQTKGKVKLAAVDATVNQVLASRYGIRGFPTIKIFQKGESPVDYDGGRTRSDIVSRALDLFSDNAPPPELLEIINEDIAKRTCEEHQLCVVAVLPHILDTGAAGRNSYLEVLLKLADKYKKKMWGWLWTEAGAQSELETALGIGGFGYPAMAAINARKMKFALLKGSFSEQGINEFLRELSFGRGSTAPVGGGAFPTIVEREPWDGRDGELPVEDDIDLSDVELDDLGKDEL
ARNT-TACC3 inh: disrupts binding between human ARNT and TACC3 | 0.66% of 390,000 active | inhibition, % at 9.99 µM | AlphaScreen His-ARNT PAS-B/GST-TACC3 binding, luminescence; TACC3 fragment carries E629A point mutation;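 active means mean inhibition of replicates at least 50% and at least half of replicates each reaching 50%; inconclusive means half or more replicates reach 50% but mean below 50%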;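 further: 0% = complete ARNT plus TACC3 wells and 100% = ARNT alone without TACC3; many hits fall short of the cut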
C2C12 statin: suppression of simvastatin myotoxicity; AID 602340; 0.78% of 330,000 active; rescue of ATP level, % at 7.49 µM; C2C12 myotubes + simvastatin, ATP luminescence, 48 h; scaled: DMSO 0, geranylgeraniol control 100;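 active means mean ATP rescue above about 67%, or every replicate alone reaching that limit, limit read from the data, passing the limit was not always enough; inconclusive means no clear call, values can overlap the other calls; inactive means mean under the limit and some replicate under it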;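 further: myotubes were challenged with 10 µM simvastatin during compound exposure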
esBAF inh: SWI/SNF esBAF complex inhibition. 2% of 350,000 active. reporter increase, % at 12.5 µM. AID 602393. mouse ES cells, Bmi1-luciferase knock-in reporter, 24 h; 100% = twice the neutral-well signal; in the data active means activation above about 40%; inconclusive means no clear call, values can overlap the other calls;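 further: 0% = median of the plate's neutral control wells and 100% = double that signal; a rise in the Bmi1 reporter signal indicates esBAF inhibition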
* = called active by the depositor; ? = inconclusive; nt = not tested or not shown; [ ] = dose if it differs, or a comment.

molecule	Cneo AK release	SIRT5 block	miR122 inh	ERp5 block	ARNT-TACC3 inh	C2C12 statin	esBAF inh
CCCn1c(SCC(=O)Nc2cc(C)on2)n[nH]c1=O	0	-5	-2	2	1	8	-8
CCN(CC)Cc1cc(Nc2c3ccccc3nc3c4ccccc4n(C)c23)cc(CN(CC)CC)c1O	nt	0	-10	5	29	4	-2
COc1ccc(CCNC(=O)c2c(O)c3ccccc3n(C)c2=O)cc1	-1	3	1	5	-3	3	0
CC1(C(=O)Nc2ccc(F)cc2F)CCN1C(=O)CCC1CCCC1 (configuration not stated)	-1	3	-3	-3	nt	-5	0
CC(=O)c1cccc(NC(=O)C2CC(=O)N(Cc3ccccc3)C2)c1 (configuration not stated)	1	nt	-9	nt	-2	2	3
CC1Sc2ccc(S(=O)(=O)CCC(=O)N(C)Cc3ccccc3)cc2NC1=O (configuration not stated)	0	-2	nt	nt	2	-15	8
Cc1noc(C)c1S(=O)(=O)N(C)C[C@H]1OCCCC[C@H](C)Oc2ccc(NC(=O)C3CCCCC3)cc2C(=O)N([C@H](C)CO)C[C@H]1C	-3	3	17[16.7 µM]	0	0	-36	0
O=C(N/N=C/c1ccc(N2CCOCC2)o1)c1cccc(C(F)(F)F)c1	2	nt	3	nt	-1	-6	-4
Cc1ccccc1N1C(=O)CC(Sc2nnc(-c3ccccc3)o2)C1=O (configuration not stated)	-4	nt	nt	nt	-2	-20	-1
CCS(=O)(=O)Nc1ccc2c(c1)C(=O)N(C)C[C@@H](OC)[C@H](C)CN(C(=O)NC(C)C)[C@@H](C)CO2	2	3	-4[16.7 µM]	1	-2	-11	-5
CCSc1ccc(-c2cc(NC=O)c3ncc(-c4cc(OC)c(OC)c(OC)c4)n3c2)cc1	1	nt	1	-4	nt	8	7
O=C(CSc1ncnc2sccc12)N1CCCCC1	-2	nt	-1	1	-5	8	72*
Cc1ccc2c(cnn2C(=O)CCC(=O)NCc2cccc(Cl)c2)c1	1	6	-2	3	10	1	4
C[C@@H]1CN([C@@H](C)CO)C(=O)Cc2cc(NC(=O)CCCCCC(=O)Nc3ccccc3N)ccc2O[C@@H]1CN(C)S(=O)(=O)c1cccs1	-2	nt	-8[16.7 µM]	nt	3	30	1
O=C(c1ccccc1NS(=O)(=O)c1ccc(Br)cc1)N1CCOCC1	1	1	nt	0	0	2	-3
COc1ccc(-c2noc(-c3csc([C@@H]4O[C@H](CO)[C@H](O)[C@H](O)[C@H]4O)n3)n2)cc1OC	0	-2	3	-1	nt	6	0
COc1cccc(S(=O)(=O)Nc2ccc3c(c2)C(=O)N(C)[C@@H]2CC[C@@H](CC(=O)NCC4CCCCC4)O[C@H]2CO3)c1	-3	-1	-17[16.7 µM]	5	0	-23	3
C[C@H]1CN([C@@H](C)CO)C(=O)c2cc(N(C)C)ccc2O[C@@H]1CN(C)C(=O)Nc1ccc(F)cc1	-1	nt	6[16.7 µM]	-2	nt	-26	1
Clc1ccc(CNc2ncnc3[nH]ncc23)cc1Cl	nt	nt	-1	-2	5	7	0
CN(C)CCNC(=O)c1ccc2nc([C@@H]3O[C@H](CO)[C@H](O)[C@H](O)[C@H]3O)[nH]c2c1	0	-2	0	-7	nt	3	-1

Two of the compounds above, with two lines to a compound:
Below each SMILES: Cneo AK release, SIRT5 block, miR122 inh, ERp5 block, ARNT-TACC3 inh, C2C12 statin, esBAF inh
COc1ccc(-c2noc(-c3csc([C@@H]4O[C@H](CO)[C@H](O)[C@H](O)[C@H]4O)n3)n2)cc1OC
  0, -2, 3, -1, nt, 6, 0
CN(C)CCNC(=O)c1ccc2nc([C@@H]3O[C@H](CO)[C@H](O)[C@H](O)[C@H]3O)[nH]c2c1
  0, -2, 0, -7, nt, 3, -1

Additional entries follow.
molecule	Cneo AK release	SIRT5 block	miR122 inh	ERp5 block	ARNT-TACC3 inh	C2C12 statin	esBAF inh
C[C@H]1CN=C(Nc2ccccc2)N1CCCC1CCCCC1	-6	-4	6	8	-3	-21	1
Nc1ccc(S(=O)(=O)Nc2nccc(/C=C/c3ccc([N+](=O)[O-])cc3)n2)cc1	0	0	2	5	nt	1	5
Cc1cccc(NC2CCCCC2NS(=O)(=O)c2ccccc2)c1 (configuration not stated)	2	1	-5	-9	1	8	0
CN(C)c1ccc(/C=N/OC(=O)Nc2ccccc2)cc1	-13	-20	nt	1	-33	-17	2
C[C@H]1CN([C@@H](C)CO)C(=O)c2cccc(NC(=O)c3nc4ccccc4s3)c2O[C@H]1CN(C)C(=O)NC1CCCCC1	2	-1	2[16.7 µM]	0	9	-3	2
O=[N+]([O-])c1cnc(Nc2ccc(Cl)cn2)c([N+](=O)[O-])c1	3	-2	nt	3	16	23	-13
CCN(CC(=O)Nc1cc(Cl)ccc1C)C(=O)c1ccc2c(c1)NC(=O)C(C)S2 (configuration not stated)	2	0	8	0	-26	-6	-4
Cc1noc(C)c1NC(=O)Nc1ccc2c(c1)C(=O)N([C@@H](C)CO)C[C@H](C)[C@@H](CN(C)Cc1ccncc1)OCCCC[C@H](C)O2	0	-4	3[16.7 µM]	-7	-2	nt	-3
O=C(CN(Cc1ccccc1Cl)C(=O)c1ccc(CN2CCOCC2)o1)NCC1CCCO1 (configuration not stated)	-4	nt	-3	nt	-1	nt	nt
CCc1ccccc1NC(=O)CN1CCN(CC(=O)Nc2cc(C)ccc2OC)CC1	1	-7	-6	0	-7	3	13
Cc1ccc(S(=O)(=O)Nc2ccc3c(c2)C(=O)N([C@@H](C)CO)C[C@@H](C)[C@@H](CN(C)Cc2ccc(C(F)(F)F)cc2)OCCCC[C@@H](C)O3)cc1	55	0	-19[16.7 µM]	-4	5	nt	-3
COc1ccccc1NS(=O)(=O)c1cc(NC(=O)Cc2n[nH]c(=O)c3ccccc23)ccc1Cl	-1	3	52	4	8	-3	15
COc1ccc(Cl)cc1NC(=O)CSc1nc(N2CCOCC2)nc(N2CCOCC2)n1	0	-2	-2	3	6	9	3
O=C(NNc1ccc(F)cc1)c1c(F)cccc1Cl	2	-5	-2	6	-3	0	-2
Cc1cnc(C(=O)OCC(=O)Nc2cc(-c3cc(C)c(C)cc3C)nn2-c2ccccc2)cn1	1	2	20	11	7	3	-2
COc1cccc(S(=O)(=O)Nc2ccc3c(c2)C(=O)N(C)C[C@H](OC)[C@H](C)CN(Cc2ccccc2F)[C@H](C)CO3)c1	54	nt	nt	4	5	23	0
C[C@@H]1CCCCO[C@@H](CN(C)CC2CCCCC2)[C@@H](C)CN([C@H](C)CO)C(=O)c2cc(NC(=O)NC3CCCCC3)ccc2O1	1	nt	28[16.7 µM]	nt	-3	?	0
Nc1nc(N(Cc2ccccc2)Cc2ccccc2)nc(C(F)(F)F)n1	2	-2	9	-7	-1	-15	-15
CCc1cc(C(=O)NCC(c2ccco2)N2CCCCC2)sc1C (configuration not stated)	2	0	10	1	-6	14	2
CCCN(C)C[C@H]1Oc2ncc(-c3cccc(C(=O)N(C)C)c3)cc2C(=O)N([C@H](C)CO)C[C@H]1C	4	-10	-5[16.7 µM]	3	-6	13	1
Cc1ccc(C)c(OCCC(=O)Nc2cccc(S(=O)(=O)N3CCCCC3)c2)c1	-2	-2	-4	3	1	-4	0
Cc1cccc(N2CN=C3SCC(=O)N3C2)c1	2	-5	2	21	-2	9	8
CCc1cccc(C)c1N1C(=O)CN(Cc2ccccc2)C1=S	-1	1	-12	4	-27	-4	-8
Cc1ccccc1NC(=O)Cc1nc(COC(=O)c2ccc(O)cc2O)cs1	-2	1	nt	1	10	nt	nt
Cc1ccc(OCC(=O)Nc2cccc(S(=O)(=O)N3CCOCC3)c2)c([N+](=O)[O-])n1	2	4	6	2	11	6	2
O=C(C[C@@H]1CC[C@@H](NC(=O)C2CC2)[C@@H](CO)O1)NC1CCC1	-1	0	3[16.7 µM]	-4	10	5	1
COCCCN1C(=O)C(=O)/C(=C(/O)c2ccc(OC(C)C)cc2)C1c1ccncc1 (configuration not stated)	-2	nt	-1	nt	28	0	1
COc1ccccc1N1C(=O)C2C(c3ccc(F)cc3)NN(C(=O)c3ccc(C)cc3)C2C1=O (configuration not stated)	0	1	-1	3	-3	-12	0
Nc1nc2ccccc2nc1N1CCCC1	2	1	-5	0	-1	4	2
COc1ccc(CCNC(=O)c2nnn(CC(=O)Nc3ccccc3C)c2N)cc1OC	3	nt	1	nt	nt	5	-6
C[C@@H]1CN([C@H](C)CO)C(=O)c2cccc(NS(=O)(=O)c3cccs3)c2O[C@@H]1CN(C)Cc1ccncc1	-1	0	-3[16.7 µM]	11	-12	-45	-3
Cc1cccc(/C=C2\Sc3ccc(C(=O)NCC4CCCO4)cc3N(C)C2=O)c1 (configuration not stated)	0	-2	1	4	-1	-5	0
Cc1nc2ccc(S(=O)(=O)NC(C(=O)N3CCCCCC3)C(C)C)cc2s1 (configuration not stated)	-6	nt	-3	1	-2	-3	-3
CC1Cc2cccc3c(O)c(C(=O)c4nn[nH]n4)c(=O)n1c23 (configuration not stated)	nt	-12	nt	4	16	nt	nt
CO[C@@H](CN(C)Cc1ccc2c(c1)OCO2)[C@@H](C)CN(C(=O)c1ccccc1)[C@H](C)CO	96*	7	nt	?	11	10	-6
C[C@H]1CN([C@@H](C)CO)C(=O)c2cc(C3=CCCC3)cnc2O[C@@H]1CN(C)C(=O)Nc1cccc(F)c1	-1	6	7[16.7 µM]	-2	-4	6	4
O=C(NC1CCN(C(=O)Nc2ccc(F)cc2)CC1)c1cccc(F)c1	-1	-1	-4	3	-3	16	-6
CC1(c2ccccc2Cl)NC(=O)N(CC(=O)N2c3ccccc3NC(=O)C2(C)C)C1=O (configuration not stated)	-1	-1	-9	5	11	-1	-2
COc1cccc(OC)c1C(=O)OCC(=O)N(c1ccccc1)C1CCCCC1	-1	-2	nt	-3	nt	-4	-5
COc1ccccc1CCNC(=O)CCn1nc(C)c2c(C)n(-c3ccccc3)nc2c1=O	6	-1	-1	nt	2	-20	0
COc1cccc(CNC(=O)C[C@@H]2CC[C@@H]3[C@H](COc4ccc(NC(C)=O)cc4C(=O)N3C)O2)c1	1	nt	-50[16.7 µM]	nt	-2	9	-2
COc1cccc(NC(=O)CN(C)C(=O)c2c(C)nn(-c3ccccc3)c2Cl)c1	-1	-4	-2	2	nt	2	-4
CCCCN1CC(=O)N2[C@H]3c4cc(Br)ccc4OC[C@@H]3[C@H](C(=O)OCC)[C@]2(C)C1=O	4	2	-3	3	7	8	-1
C[C@H](CO)N1C[C@H](C)[C@H](CN(C)C)Oc2cc(C#Cc3ccc(F)cc3)ccc2S1(=O)=O	nt	nt	-9[16.7 µM]	nt	nt	20	9
